PKM2 act: activators of human pyruvate kinase M2; P14618; purified PKM2, Kinase-Glo ATP luminescence, activation; response scale: 0% is enzyme alone, no compound; Potency, µM (doses to about 57.5 µM), for inactives: top-dose activation, actives largely listed as activators; hit rate 0.34% among 260,000; AID 1631; note: potency is the fitted concentration of half-maximal effect; % is set by controls: 0 for no effect and ±100 for the full control effect; nearly all actives have a fitted effect of over 55% in size
Target sequence (P14618 whole entry, looked up): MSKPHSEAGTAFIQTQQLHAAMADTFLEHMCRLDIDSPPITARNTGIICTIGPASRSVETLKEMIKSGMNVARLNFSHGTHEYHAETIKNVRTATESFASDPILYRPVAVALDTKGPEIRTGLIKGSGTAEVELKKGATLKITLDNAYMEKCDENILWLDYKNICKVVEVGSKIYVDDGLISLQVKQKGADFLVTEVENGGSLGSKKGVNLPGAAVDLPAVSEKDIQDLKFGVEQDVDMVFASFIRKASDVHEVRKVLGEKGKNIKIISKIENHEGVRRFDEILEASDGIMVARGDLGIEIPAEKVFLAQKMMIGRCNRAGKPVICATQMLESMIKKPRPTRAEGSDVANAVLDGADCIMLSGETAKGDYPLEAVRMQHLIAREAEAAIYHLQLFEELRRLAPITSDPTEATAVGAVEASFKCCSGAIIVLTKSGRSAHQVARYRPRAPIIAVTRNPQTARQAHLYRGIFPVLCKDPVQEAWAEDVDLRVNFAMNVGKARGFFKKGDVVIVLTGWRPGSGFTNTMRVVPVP
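ATP formation by purified human PK-M2, quantified via coupled luciferase luminescence after 1 h at room temperature with 0.1 mM ADP and 0.5 mM PEP final.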
RORg inh: blocks mouse ROR gamma transcriptional activity | hit rate 5.4% among 310,000 | P51450 | Potency, µM (highest dose often 53.6 µM), for inactives: top-dose activity change, negative = inhibition, actives largely listed as inhibitors | AID 2551 | Drosophila S2 Gal4-RORgamma UAS-luciferase reporter, 20 h; note: potency is the fitted concentration of half-maximal effect; % is set by controls: 0 for no effect and ±100 for the full control effect; nearly all actives have a fitted effect of over 60% in size
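In this cell-based reporter format, copper sulfate (700 uM final) drives Gal4–ROR gamma fusion expression from a metallothionein promoter in Drosophila Schneider cells; compounds preincubated 1 hr, reporter read after 20 hr at ambient temperature.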
Menin MLL FP TR: displaces Texas Red mutant MLL peptide from human menin. O00255. Menin + Texas Red MLL mutant peptide, fluorescence polarization. Potency, µM (series often up to 61.6 µM), for the others: at the highest dose FP activity change, negative = inhibition, actives largely listed as inhibitors. hit rate 0.23% among 270,000. AID 1768; active = well fitted inhibition curve with a large enough effect in the polarisation, with a control signal flat, not every such curve was filed as active; inconclusive = small, poorly fitted or top-dose-only effect, or effect the other way, or a change in a side signal; inactive = no such curve, though single readings can be large or run the other way; the % refers to the polarisation; note: potency is the fitted concentration of half-maximal effect; % of control where 0% means no effect; many of its hits are not listed in these tables
Gal4-VP16 FLuc: counter-screen for ROR gamma inhibitors: Gal4-VP16 reporter; Drosophila S2 Gal4-VP16 UAS-luciferase, luminescence, 20 h; Potency, µM (top dose mostly 53.6 µM), for inactives: top-dose activity, negative = inhibition, actives largely listed as inhibitors; hit rate 3.5% among 310,000; AID 2546;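 note: Gal4-VP16 expression switched on by copper sulfate through the metallothionein promoter; potency is the fitted concentration of half-maximal effect; % is set by controls: 0 for no effect and ±100 for the full control effect; nearly all actives have a fitted effect of over 50% in size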
Rab9 promoter act: activators of Rab9 promoter | Huh7 Rab9 promoter-luciferase reporter, luminescence, 24 h | Potency, µM (series often up to 9.22 µM), for the others: top-dose activation, negative = inhibition, usual class: activators | hit rate 2.8% among 320,000 | AID 485297; note: potency is the fitted concentration of half-maximal effect; % of control where 0% means no effect; nearly all actives have a fitted effect of over 60% in size
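Using Huh7 cells stably transfected with Rab9 promoter–luciferase, compounds were incubated 24 h at 37 °C, 5% CO2; luciferase luminescence was read 10 min after reagent addition.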
p53 reactivator: restores transcriptional activity of mutant p53. Potency, µM (highest dose often 92.2 µM), for the others: top-dose activity change, positive = activation, actives largely listed as activators. AID 504706. H1299 p53-A138V BP100-luciferase reporter, luminescence, 24 h. hit rate 0.063% among 320,000; note: potency is the fitted concentration of half-maximal effect; % of control where 0% means no effect; nearly all actives have a fitted effect of over 45% in size
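H1299 (p53-null), stable ts p53-A138V + BP100-Luc; 1000 cells/well, Opti-MEM/10% FBS; cpd 4 pt, 1:5; 24 h, 37 deg C, 5% CO2; detection reagent 10 min RT; luminescence.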
Giardia kill: Giardia lamblia killing | Giardia lamblia trophozoite viability | activity change, % at 7.66 µM, hits read low | hit rate 0.15% among 340,000; in the data active = activity change below about -80%; inconclusive = between about -30% and that limit;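 note: parasites exposed to compound for two days anaerobically before the ATP read; % is set by controls: 0 for no effect and ±100 for the full control effect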
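Each well holds 100 Giardia trophozoites and compound. After two days (48 hrs) at 37 deg C in anaerobic conditions, ATP is quantified by luminescence.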
NPC1 promoter act: activates the NPC1 promoter. AID 485313. Potency, µM (highest dose often 9.22 µM), for the others: top-dose activation, most hits filed as activators. Huh7 NPC1 promoter luciferase reporter, 24 h. hit rate 2.4% among 320,000;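 note: potency is the fitted concentration of half-maximal effect; % of control where 0% means no effect; nearly all actives have a fitted effect of over 60% in size; reporter is driven by a mutant NPC1 promoter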
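In 1536-well qHTS, Huh7 cells harboring an NPC1 promoter–luciferase construct received compound for 24 h; activation was quantified by luminescence following luciferase reagent addition.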
ELG1 genotoxic: genotoxicity induction in ELG1-luciferase HEK293T cells; hit rate 1.3% among 330,000; AID 504466; HEK293T ELG1-luciferase reporter, luminescence, 16 h; Potency, µM (titrated, usually from 46 µM), for inactives: at the highest dose activity change, positive = activation, usual class: activators; note: potency is the fitted concentration of half-maximal effect; % of control where 0% means no effect; nearly all actives have a fitted effect of over 60% in size
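Step 1: seed 2,000 HEK293T ELG1-luciferase cells per well. Step 2: add compound or DMSO, incubate 16 hr at 37 °C. Step 3: ONE-Glo, 30 min at room temperature, read luminescence.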
BRCA1 expr up: increases BRCA1 expression. MCF7-BRCA1-FFLuc reporter, luminescence, 48 h; response scale: scaled: vehicle 0%, 10 µM genistein 100%. Potency, µM (series often up to 46.1 µM), for the others: at the highest dose activation, hits mostly activators. hit rate 1.1% among 380,000; note: potency is the fitted concentration of half-maximal effect; nearly all actives have a fitted effect of over 80% in size; some results filed as inactive show a strong effect at the top dose
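Reporter cells (MCF7, BRCA1 promoter-firefly luciferase) received library compounds across a concentration series for 48 h. End-point luminescence was measured and concentration-effect curves derived after normalization.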
FLuc modulator: inhibits or activates purified firefly luciferase, miR-21 counter-screen; P08659; purified FLuc, Km substrates, luminescence inhibition; Potency, µM (top dose mostly 57.5 µM), for inactives: top-dose activity change, negative = inhibition, usual class: inhibitors; hit rate 6.9% among 360,000; AID 588342;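 note: potency is the fitted concentration of half-maximal effect; plate controls were vehicle for no effect and reference inhibitor for full effect; nearly all actives have a fitted effect of over 55% in size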
Target sequence (P08659 whole entry, looked up): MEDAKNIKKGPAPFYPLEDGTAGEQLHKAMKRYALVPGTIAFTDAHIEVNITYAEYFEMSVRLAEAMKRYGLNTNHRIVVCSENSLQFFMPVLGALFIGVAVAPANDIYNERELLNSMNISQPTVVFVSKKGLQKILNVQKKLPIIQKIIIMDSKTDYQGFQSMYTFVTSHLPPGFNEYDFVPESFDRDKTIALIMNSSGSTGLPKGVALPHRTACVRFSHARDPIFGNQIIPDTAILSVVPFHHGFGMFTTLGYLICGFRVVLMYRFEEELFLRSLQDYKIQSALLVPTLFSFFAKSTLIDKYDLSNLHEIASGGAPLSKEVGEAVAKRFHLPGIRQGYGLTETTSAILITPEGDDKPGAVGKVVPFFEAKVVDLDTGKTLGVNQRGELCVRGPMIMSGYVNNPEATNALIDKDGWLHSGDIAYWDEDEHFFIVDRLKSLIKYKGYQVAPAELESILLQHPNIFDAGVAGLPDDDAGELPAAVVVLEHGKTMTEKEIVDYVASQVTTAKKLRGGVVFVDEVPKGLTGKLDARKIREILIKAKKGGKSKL
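Purified P. pyralis luciferase (10nM final) with 10uM D-luciferin and 10uM ATP (Km levels) in 50mM Tris acetate pH 7.5, 10mM Mg acetate, 0.01% Tween-20, 0.05% BSA; qHTS 6-point titration, ~60 µM downward; luminescence read.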
* marks the source's active call; other numbers are inactive results; ? = inconclusive; · = no result given; & = joins results of further samples; [ ] = another dose, or the depositor's remark. Unless noted, calls come from the whole dose curve; as a rule, active = well fitted curve in the direction sought with a large enough effect; inconclusive = small, poorly fitted or top-dose-only effect, or another doubt; inactive = no such curve, though single readings can be large; an effect the other way counts as inactive or inconclusive.

Below each compound – PKM2 act | RORg inh | Menin MLL FP TR | Gal4-VP16 FLuc | Rab9 promoter act | p53 reactivator | Giardia kill | NPC1 promoter act | ELG1 genotoxic | BRCA1 expr up | FLuc modulator
1. COc1cc(CN2CCN(Cc3ccc(C)cc3)C(CCO)C2)ccc1O (configuration not stated)
 : -5% | -1% | -10% | 1% | 0% | 6% | 2 | -3% | -1% | 1% | 0%
2. COc1cccc(C(=O)NC2CC3CCC(C2)N3Cc2ccccc2)c1 (configuration not stated)
 : 0% | 13% | 6% | -5% | 0% | ? | 10 | -2% | 0% | -17% | 0%
3. Cc1cc(=O)oc(C)c1C(=O)N1CCCCC1
 : 0% | 1% | -21% | -12% | 0% | -3% | 13 | 0% | -2% | 43% | 9%
4. C/C(=C\c1ccccc1)CN1CCN(Cc2ccc(C)o2)C(CCO)C1 (configuration not stated)
 : 1% | -17% | -11% | -14% | -4% | 2% | -13 | -4% | -8% | 0% | -1%
5. COc1ccc(NS(=O)(=O)Cc2ccccc2)cc1OC
 : -4% | -1% | · | -5% | -8% | -3% | 11 | 1% | -1% | -17% | 2%
6. COc1ccc(CCNC(=O)c2nn(C)c3c2CS(=O)(=O)c2ccccc2-3)cc1OC
 : · | -5% | ? | -1% | -2% | -4% | 12 | 2% | -3% | -11% | 0%
7. CCC(CCCO)CCC[C@H](C)CCC1OCCO1 (some centres not stated)
 : · | · | · | · | -4% | 4% | -3 | 0% | 1% | 7% | 2%
8. COc1ccc(CCN(C)C(=O)/C=C/c2c(Cl)nc3ccccn23)cc1OC
 : 2% | 33% | -6% | 3% | 4% | 1% | -2 | -8% | ? | -7% | -1%
9. COC(=O)CSc1ccc2nnc(-c3ccc(F)cc3)n2n1
 : -2% | -30% | · | 5% | 0% | -1% | -11 | 1% | 0% | 1% | 4%
10. Cc1c(C(=O)N2CCN(c3ccccn3)CC2)oc2ccccc12
 : 7% | 5%[0.365 µM] | -27% | · | 0% | 22% | -20 | -7% | -23% | 1% | 2%
11. COc1ccc(C(C(=O)NCc2ccc(F)cc2)N(C(=O)c2csnn2)C2CC2)cc1 (configuration not stated)
 : · | 28% | 5% | -18% | 0% | -3% | 5 | -1% | -5% | -11% | 2%
12. NC(=O)c1ccsc1NC(=O)COC(=O)C1CC2CCCC(C1)C2=O (configuration not stated)
 : 10% | 14% | · | -2% | -7% | -3% | -5 | -2% | 2% | -22% | ?
13. CCN(Cc1nc2ccccc2c(=O)[nH]1)C(=O)c1ccc(C)c(NC(=O)c2ccco2)c1
 : · | · | · | · | -3% | 5% | -29 | 0% | -8% | -23% | 4%
14. COc1ccc(C(F)(F)F)cc1NC(=O)c1nc2nc(C)cc(C(F)F)n2n1
 : 3% | -11% | 2% | -28% | 0% | -19% | -1 | -6% | -5% | 0% | -1%
15. O=C(COC(=O)c1cccc2ccccc12)NCCCc1ccccc1
 : -2% | -13% | 0% | -10% | -1% | 2% | -5&2 | -3% | 4% | 6%&-2% | -2%
16. CCOC(=O)c1ccc(-c2n[nH]c(=O)c3ccccc23)cc1
 : -1% | 16% | 0% | 2% | 5% | -6% | -17 | -1% | -3% | -41% | -1%
17. COc1ccc(/C=N/NC(=O)C2COc3ccccc3O2)cc1OC (configuration not stated)
 : -10% | 11% | -4% | -5% | 1% | -1% | -9 | -2% | 7% | 12% | 19µM*
18. COC(=O)Cc1c(C)c2ccc(OC3CCCCC3=O)cc2oc1=O (configuration not stated)
 : · | 15% | -8% | 6% | 23% | 12% | -12 | 22% | 5% | 83% | ?
19. Cc1cccn2c(=O)nc(SCC(=O)NCc3ccccc3Cl)nc12
 : · | · | · | · | -1% | 6% | 18 | -1% | 18% | -9% | 2%
20. Cc1c(Cl)cccc1NC(=O)C1CCCCC1
 : -2% | 15% | 2% | 14% | -5% | 2% | · | -10% | 0% | · | -2%
21. CC(C)CN(C(=O)C1COc2ccccc2O1)c1c(N)n(CC(C)C)c(=O)[nH]c1=O (configuration not stated)
 : · | · | · | · | 2% | 8% | 1 | -4% | -2% | 7% | -1%
22. Cc1ccc(-n2c(N)c(C(=O)N3CCOCC3)sc2=S)c(C)c1
 : -9% | -2% | 1% | -2% | -1% | -28% | 9 | -6% | 2% | 11% | -8%
23. CCc1ccc(C(=O)/C=C/Nc2ccc(S(=O)(=O)Nc3cnc4ccccc4n3)cc2)cc1
 : -1% | 0% | · | 4% | 12% | 4% | 11&10 | 18% | 14% | 48%&34% | ?
24. O=C(NN1CCOCC1)c1sc2cccc(F)c2c1Cl
 : -1% | 18% | -1% | 6% | -1% | 5% | 17 | -2% | 2% | 24% | -10%
25. COc1ccc2c(-c3ccccc3)cc(SCC(=O)NC3CCS(=O)(=O)C3)nc2c1 (configuration not stated)
 : 7% | 11µM* | -2% | -6% | -9% | -20% | 2 | -2% | -5% | -21% | -14%
26. O=S1(=O)CCO[C@H]2Cc3ccccc3[C@H]2N1Cc1ccc(F)cc1
 : 0% | -15% | 8% | -4% | -2% | · | 13 | -1% | 0% | 9% | 1%
27. COc1ccc(C2N(S(=O)(=O)c3ccc(C)cc3)CCN2S(=O)(=O)c2ccc(C)cc2)cc1
 : 3% | -69% | 10% | 13% | 3% | -3% | -2 | -3% | 1% | 0%[1.84 µM] | 5%
28. CCn1c(COc2ccccc2C)nnc1SCC(=O)NC1CCCC1
 : -1% | 23% | 4% | -8% | -3% | 22% | -6 | -4% | -4% | 3% | -2%
29. COc1ccccc1N1C(=O)CC(Nc2ccc(N3CCOCC3)cc2)C1=O (configuration not stated)
 : 7% | -5% | 3% | 2% | 15% | 2% | 27 | 0% | -4% | -11% | -2%
30. Clc1ccc(-c2noc(CN3CCOCC3)n2)cc1
 : 1% | -2% | · | -2% | 3.2µM* | 13% | -27 | 2µM* | ? | 7.9µM* | ?
31. Fc1ccc(C(c2nnnn2CCc2ccccc2)N2CCCc3ccccc32)cc1 (configuration not stated)
 : -3% | 6% | -15% | 2% | · | · | 18 | · | · | -11% | 1%
32. N#CCCn1c(SCC(=O)NCC2CCCO2)nc2ccccc21 (configuration not stated)
 : 20µM* | -9% | 19% | 1% | -5% | -2% | 1 | 1% | 0% | 0% | 0%
33. Cc1ccc(-n2cc3ccc([N+](=O)[O-])cc3n2)cc1
 : -7% | ? | ? | ? | 0.35µM* | ? | -16 | 0.79µM* | 2.9µM* | ? | 0.95µM*
34. COc1c(Cl)cc(Cl)cc1C(=O)Nc1ccc(CN2CCOCC2)cc1
 : 2% | -45% | -19% | -5% | -7% | 3% | 12 | 2% | -2% | 13% | -15%
35. O=C(CNS(=O)(=O)c1ccccc1)Nc1ccccc1Br
 : 7% | -1% | · | 3% | 0% | -5% | 27 | -2% | 16% | 3% | -1%
36. CC(=O)Nc1ccc(NC(=O)[C@H](C)NC(=O)c2ccco2)cc1
 : · | -4% | 8% | 1% | 1% | 0% | -4 | 1% | 2% | -29% | 0%
37. Cc1cc(C)c(C)c(/C=C(/C#N)C(N)=S)c1C
 : 3% | 6.3µM* | -14% | 16µM* | 0% | -13% | -7 | -1% | -1% | -2% | -2%
38. O=C(Nc1ccc(C(=O)N2CCC(N3CCOCC3)CC2)cc1)c1ccc(Br)o1
 : · | · | · | · | -3% | -2% | 17 | -1% | 6% | 10% | 3%
39. COc1ccc(Cl)cc1NC(=O)CCN1CCN(Cc2ccccc2)CC1
 : 0% | 11% | -10% | 2% | -1% | 9% | 1 | 0% | -18% | -7% | 4%
40. CCOC(=O)c1ccc(NC(=O)CSc2nnc(CNC(=O)c3c(F)cccc3Cl)o2)cc1
 : -1% | 4% | 18% | 10% | · | · | 11 | · | · | 14% | ?
41. COc1ccccc1N1CCN(S(=O)(=O)c2ccc(Br)s2)CC1
 : -5% | -1% | 7% | 8% | 4% | -5% | 7 | 1% | 1% | -19% | -1%
42. COc1ccc(N)c2c1OCCC2=O
 : -8% | 7% | -1% | 0% | -2% | -9% | -17 | -1% | 0% | 0% | 3%
43. O=C1CN(S(=O)(=O)c2ccccc2C(F)(F)F)CCN1
 : 2% | -8% | 2% | 2% | 0% | -1% | 2 | 0% | -2% | -4% | 1%
44. Cc1cc(OCC(=O)NCCc2ccc(Cl)cc2)c2c(C)cc(=O)oc2c1
 : · | -6% | 6% | -8% | 0% | 13% | 38[activator] | -1% | 0%[9.26 µM] | 10% | 0%
45. Cc1ccc2nc(C)c(Cl)c(=O)n2c1
 : -4% | 3% | 4% | 12% | -1% | 0% | -8 | 3% | 0% | -2% | -1%
46. C[C@]12CCC3C(CC[C@H]4CC(O)CC[C@]34C)C1CC/C2=N/NC(=O)c1ccncc1 (some centres not stated)
 : · | -14% | -27% | -5% | 8% | -5% | 5 | 3% | -10% | -14% | 0%

Some of the compounds tested; count on the stated rates, not on these rows.
